Compound activity as filed in PubChem.
Polio RdRp inh = inhibitors of poliovirus RNA polymerase binding and polymerization. P03300. AID 588519. 150,000 compounds, 0.66% hits. poliovirus polymerase elongation, fluorescence polarization; stronger effect = lower value. % elongation, % (compound at 16.7 µg/mL); in the data active = % elongation below about 90%; note: some results filed as inactive read as strong as hits
Target sequence (P03300 1749-2209 limits assumed): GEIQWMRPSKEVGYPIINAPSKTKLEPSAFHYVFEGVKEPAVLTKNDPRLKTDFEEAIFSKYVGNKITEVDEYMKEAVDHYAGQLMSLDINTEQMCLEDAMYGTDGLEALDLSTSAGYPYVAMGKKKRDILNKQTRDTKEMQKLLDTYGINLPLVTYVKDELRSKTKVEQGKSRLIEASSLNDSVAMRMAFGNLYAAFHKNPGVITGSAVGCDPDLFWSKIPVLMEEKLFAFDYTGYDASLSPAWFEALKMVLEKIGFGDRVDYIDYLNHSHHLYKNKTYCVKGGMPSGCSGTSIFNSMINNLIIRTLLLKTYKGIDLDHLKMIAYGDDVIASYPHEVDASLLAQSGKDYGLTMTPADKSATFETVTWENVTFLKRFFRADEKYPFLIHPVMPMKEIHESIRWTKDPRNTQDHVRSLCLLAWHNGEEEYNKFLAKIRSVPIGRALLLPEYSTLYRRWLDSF
Polio RdRp inh FP z-score = also measured in Polio RdRp inh; calls as there; z-score; measured here: FP z-score; hits read low
Numbers without * were called inactive; & = joins results of further samples. This is a subset; count on the stated rates, not on these rows.

Values run as follows: Polio RdRp inh | Polio RdRp inh FP z-score
> N#Cc1c(NC(=O)CCCCl)sc2c1CCCC2
 : 100 | -1.2
> O=c1[nH]nc(SCc2csc(-c3ccccc3)n2)c(=O)[nH]1
 : 102 | 0.2
> COc1ccc(NC(=O)C2CCN(S(=O)(=O)c3c(C)noc3/C=C/c3cccs3)CC2)cc1
 : 108 | 0.6
> COc1ccc(Cl)cc1NC(=O)CCC(=O)N1CCOc2ccccc21
 : 114 | 1.4
> CC(=O)O/N=C1/CC(C)(C)Cc2onc(C)c21
 : 102 | 0.2
> O=S(=O)(NCC1CCCO1)c1ccc(N2CCOCC2)nc1 (centres undefined)
 : 104 | 0.9
> O=C(/C=C/c1ccco1)OC1CCCCC1=O (centres undefined)
 : 104 | 0.1
> Cc1c(C#N)c(N)c(C(=O)c2ccc(Br)cc2)n1-c1ccc(Br)cc1
 : 99 | -0.5
> Cc1c(C(=O)NCC2CCCO2)oc2ccc(S(=O)(=O)N3CC(C)CC(C)C3)cc12 (centres undefined)
 : 103 | 0.5
> CCC(=O)N1CCc2cc(Br)cc(S(=O)(=O)CCC(=O)NCc3ccccc3OC)c21
 : 101 | -1.2
> O=C(/C=C/c1ccc2c(c1)OCO2)Nc1ccc2nc3n(c(=O)c2c1)CCCCC3
 : 99 | -0.9
> CN(C)c1ccc(C(O)c2nc3ccccc3n2C)cc1 (centres undefined)
 : 101 | -0.4
> Cc1cccc(N2CCN(S(=O)(=O)c3ccc4c(c3)CCCN4C(=O)C3CCC3)CC2C)c1 (centres undefined)
 : 110 | 0.7
> COC(=O)NC1CS(=O)(=O)CC1NC(=O)OC (centres undefined)
 : 101 | 0.3
> O=C(NCc1ccco1)c1c(NC(=O)c2nn(-c3ccccc3)ccc2=O)sc2c1CCC2
 : 104 | 1
> Cc1nc(N2CCOCC2)c2c(C(=O)N(C)Cc3ccccc3)c(C)oc2n1
 : 111 | 0.6
> CCOC(=O)CC(N)c1ccc(OCC)c(OC)c1 (centres undefined)
 : 100 | 0
> COc1ccc(OCCSc2n[nH]c(N)n2)cc1
 : 103 | 0.5
> Cn1c(=O)c2c(nc(SCC(=O)Nc3ccc(F)cc3)n2Cc2ccccc2)n(C)c1=O
 : 109 | 1
> CCn1cc(C(=O)N2CC(C)CC(C)C2)c(=O)c2cc(S(=O)(=O)N3CCC(C)CC3)ccc21 (centres undefined)
 : 101 | 0
> CCOc1ccccc1NC(=O)CCc1nnc2ccc(N3CCN(C)CC3)nn12
 : 101 | -0.4
> COc1ccc(OC(C)C(=O)NCc2ccc3c(c2)OCO3)cc1 (centres undefined)
 : 100 | 0
> CC(C)NC(=O)C(C)n1c2ccccc2c2cnn(C)c(=O)c21 (centres undefined)
 : 103 | 0.2
> O=C(OCC(=O)C12CC3CC(CC(C3)C1)C2)c1cccnc1
 : 107 | 0.6
> COc1ccccc1CNC(=O)CCc1c(C)nn(-c2ccc(N3CCOCC3)nn2)c1C
 : 113 | 1.6
> C1CCc2nnc(CCN3CCOCC3)n2CC1
 : 99 | -0.3
> C(=N\n1cnnc1)/c1ccc2ncccc2c1
 : 102 | 0.2
> O=C(OCc1cc(=O)oc2cc(O)ccc12)c1nc(Cl)ccc1Cl
 : 88* | -2.3*
> O=C(CN1CCN(Cc2ccccc2)CC1)Nc1ccccc1
 : 102 | 0.7
> C=CCN1C(=O)/C(=C/c2ccc3c(c2)n(C)c(=O)n3C)C(=O)NC1=S
 : 99 | -0.5

Some of the entries so far, with each value named:
Cc1c(C#N)c(N)c(C(=O)c2ccc(Br)cc2)n1-c1ccc(Br)cc1
  Polio RdRp inh: 99; Polio RdRp inh FP z-score: -0.5

COC(=O)NC1CS(=O)(=O)CC1NC(=O)OC (centres undefined)
  Polio RdRp inh: 101; Polio RdRp inh FP z-score: 0.3

(continued)
Values run as follows: Polio RdRp inh | Polio RdRp inh FP z-score
> COc1ccc(NC(=O)N2CC=C(c3c[nH]c4ccccc34)CC2)cc1
 : 101 | -0.5
> CCn1c(C(=O)NCCc2ccc(S(N)(=O)=O)cc2)cc2sc(Cl)cc21
 : 101 | -1.1
> COc1cc(C2CC(=O)Nc3c2c(=O)n(C)c2ncnn32)cc(OC)c1OC (centres undefined)
 : 105 | 0.1
> CCOC(=O)c1ccc(N(C(C)=O)c2nc(-c3cc4cccc(OCC)c4oc3=O)cs2)cc1
 : 104 | 0.6
> Cc1cccc(C)c1NC(=O)CS(=O)CC(=O)NC1CCCc2ccccc21 (centres undefined)
 : 101 | -0.2
> CCOC(=O)CCCn1nc(C)c2c(C)n(-c3ccc(C)cc3)nc2c1=O
 : 101 | -0.2
> CC1CCCN(S(=O)(=O)c2cc(C(=O)NCc3ccccc3Cl)n(C)c2)C1 (centres undefined)
 : 107 | 0.3
> O=C1c2ccccc2C(=O)N1CCSc1nc2cc(Cl)ccc2c(=O)n1Cc1ccco1
 : 106 | 0.4
> COC(=O)C1=C(NC(=O)COc2ccc(Cl)cc2)CCS1
 : 99 | -0.5
> COc1cccc(C(=O)N(Cc2cccnc2)Cc2cc3cc(C)cc(C)c3[nH]c2=O)c1
 : 103 | 0.6
> Cc1c(CN2CCCCC2)c(O)n(CCO)c(=O)c1C#N
 : 96 | -0.7
> CCCC1=Nc2cc(C(=O)NCCc3ccc(OCC)cc3)ccc2Sc2ccccc21
 : 109 | -0.9
> COc1ccc(C)cc1NC(=O)C1CCN(S(=O)(=O)c2cc(Br)cc3c2N(C(C)=O)CC3)CC1
 : 104 | -0.3
> Cc1cccc(C(=O)Nc2nc3cc4sc(NC(=O)c5cccc(C)c5)nc4cc3s2)c1
 : 102 | 0.1
> CCCN1CCN(CC(=O)c2ccc3cc[nH]c3c2)CC1
 : 101 | 0.2
> COc1ccc(C(F)(F)F)cc1NC(=O)c1ccc(Br)o1
 : 104 | 0.7
> CC1(C)C(c2nc(-c3ccc(Br)cc3)no2)C1(C)C
 : 108 | 0.4
> Cn1c(CSC2=NCCN2)nc2ccccc21
 : 100 | 0
> COC(=O)CN1C(C)=Nc2ccc(C)cc2C1c1ccccc1 (centres undefined)
 : 105 | 1
> O=C(Cn1c2c(c(-c3ccccc3)cc1=O)CCCC2)NCc1ccc(Cl)cc1
 : 103 | 0.6
> CC(C)(C)c1ccc(OCCn2cccc2/C=C2/C(=N)N3C=CSC3=NC2=O)cc1
 : 101 | -0.3
> Cc1c(NC(=O)c2cc3ccccc3o2)cccc1-c1nc2ccccc2o1
 : 106 | 0.1
> Cc1ccc(Cn2cc(S(=O)(=O)c3cccc(Cl)c3)c(=O)c3cc(F)c(N4CCOCC4)cc32)cc1
 : 112 | 1.2
> CC(C)NS(=O)(=O)Cc1ccccc1C#N
 : 101 | -0.1
> CNc1c(NS(=O)(=O)c2cccc(C#N)c2)c(=O)oc2ccccc12
 : 105 | 0.6
> CCc1ccc(NC(=O)c2cc(S(=O)(=O)NC3CCCC3)ccc2F)cc1
 : 102 | -1.3
> CCN(C(=O)c1cn(CC(C)C)c(=O)c2cc(OC)c(OC)cc12)c1cc(OC)ccc1OC
 : 101 | -0.4
> O=C(O)c1ccc(-c2ccc(/C=N/N3C(=O)C4C(C3=O)C3C=CC4C34CC4)o2)cc1 (centres undefined)
 : 101 | -0.2
> CCOC(=O)N1CCN(C(=O)c2cc3cccnc3n(Cc3ccccc3)c2=O)CC1
 : 103 | 0.1
> O=S(=O)(c1ccc(-c2cc(C(F)(F)F)no2)s1)N(CCN1CCOCC1)Cc1ccco1
 : 100 | -0.9

Ordered by formula weight (rising): part of the list above.
Values run as follows: Polio RdRp inh | Polio RdRp inh FP z-score
> Cn1c(CSC2=NCCN2)nc2ccccc21
 : 100 | 0
> CC1(C)C(c2nc(-c3ccc(Br)cc3)no2)C1(C)C
 : 108 | 0.4
> COc1ccc(C(F)(F)F)cc1NC(=O)c1ccc(Br)o1
 : 104 | 0.7
> COc1cc(C2CC(=O)Nc3c2c(=O)n(C)c2ncnn32)cc(OC)c1OC (centres undefined)
 : 105 | 0.1
> CCCC1=Nc2cc(C(=O)NCCc3ccc(OCC)cc3)ccc2Sc2ccccc21
 : 109 | -0.9
> Cc1ccc(Cn2cc(S(=O)(=O)c3cccc(Cl)c3)c(=O)c3cc(F)c(N4CCOCC4)cc32)cc1
 : 112 | 1.2

The listing continues:
Values run as follows: Polio RdRp inh | Polio RdRp inh FP z-score
> NC(=S)c1ccccn1
 : 20* | -5.1*
> O=C(CSc1nnc(-c2ccc(Br)cc2)n1-c1ccccc1)c1ccccc1
 : 110 | 0.8
> COc1ccc(CNC(=O)c2cnn3c(C)c(Cc4ccc(F)cc4)c(C)nc23)cc1
 : 106 | -0.4
> CCOc1ccc(C2c3c(oc4ccc(C)cc4c3=O)C(=O)N2Cc2ccc3c(c2)OCO3)cc1OC (centres undefined)
 : 107 | 0.3
> CC1(C)CC(=O)C(N=Nc2ccc(SC(F)F)cc2)=C(O)C1
 : 101 | 0.1
> COCCOC(=O)c1sc(C)c(C(=O)OC)c1N
 : 112 | 1.1
> O=C(CCC1CCCCC1)Nc1ccc(O)cc1
 : 101 | 0.3
> COc1ccc(NC(=O)Cn2c(-c3ccccc3)cn(-c3ccc(C)cc3)c2=O)cc1
 : 102 | 0.4
> C[C@]12CCC3c4ccc(O)cc4CCC3C1C[C@@H](O)[C@@H]2O (some centres undefined)
 : 100 | 0.2
> Cc1nn(-c2ccccc2)c(C)c1/C=C/C(=O)OC(C)C(N)=O (centres undefined)
 : 104 | 0.4
> CCCC(=O)c1cn(CC(=O)OC)c2ccccc12
 : 101 | -0.3
> CCCC(CCC)(C(=O)O)C(=O)O
 : 104 | 0.4
> COc1cc(NC(=O)Cn2c(=O)n(Cc3ccccc3OC)c(=O)c3cccnc32)cc(OC)c1
 : 106 | 0.5
> CCOc1ccc(C2Nn3c(nnc3-c3ccccc3)SC2C(=O)N2C(C)CCCC2C)cc1 (centres undefined)
 : 104 | 0.3
> CC(=O)Oc1cccc2ccc(=O)[nH]c12
 : 109 | 0.5
> CCOC(=O)c1ccc(CN(Cc2ccc(F)cc2)S(=O)(=O)c2cc(C(=O)Nc3cccc(C(F)(F)F)c3)ccc2F)cc1
 : 106 | -0.4
> Cc1cc(C)n2nc(C(=O)N(C/C=C/c3ccccc3)c3ccc4c(c3)OCCO4)nc2n1
 : 109 | 0.6
> O=C1CC(c2ccc(Br)cc2)C2=C(CCCC2=O)N1 (centres undefined)
 : 100 | -0.1
> Cc1ccc(SCC(=O)Nc2ccc(O)c(-c3nc4cc(C)ccc4o3)c2)cc1
 : 109 | 0.2
> CC1=C(c2ccc(C)cc2)S(=O)(=O)NC1=NC1CCCC(C)C1C (centres undefined)
 : 102 | -0.9
> Cc1[nH]c(=O)[nH]c(=O)c1/C=C/C(=O)O
 : 102 | 0.1
> O=C(c1ccc(CS(=O)c2ccc(Cl)cc2)o1)N1CCCC1 (centres undefined)
 : 103 | 0.4
> CCc1ccc(C2C(C#N)=C(N)OC(C)=C2C(=O)OC)cc1 (centres undefined)
 : 99 | -0.5
> CCN(Cc1ccccc1)C(=O)Cn1c(=O)n(-c2ccc(C)c(C)c2)c(=O)c2c(C)c(C)sc21
 : 102 | -0.8
> CCc1cccc(-n2c(=O)c3cccnc3n2CC(=O)Nc2ccc(F)c(C)c2)c1
 : 110 | 0.3
> CCOC(=O)c1scc(-c2ccccc2)c1S(=O)(=O)Nc1cc(Cl)c(OC)cc1OC
 : 103 | -0.6
> CCOc1ccc(NC(=O)CN2CCN(S(=O)(=O)c3ccc(OC)cc3)CC2)cc1
 : 105 | -0.4
> COc1ccccc1CCNC(=O)C(=O)NCC(c1cccs1)S(=O)(=O)c1ccc(C)cc1 (centres undefined)
 : 109 | 0.4
> CCOC(=O)c1oc2ccccc2c1COC(=O)C12CCC(=O)N1c1ccccc1S2 (centres undefined)
 : 101 | 0
> Cc1cc(=O)n2c(n1)NC(Nc1ccc(C(C)C)cc1)=NC2c1ccccc1 (centres undefined)
 : 101 | 0.3
> CCc1ccc(N2C(N)=C(C#N)C3(C(=O)Nc4ccccc43)C3=C2CCCC3=O)cc1 (centres undefined)
 : 98 | -1.3
> Cc1ccc2[nH]c3c(c2c1)CCC/C3=N/O
 : 106 | 0.8
> CC1CCCCN1c1nnc(NC(=O)Nc2ccccc2C(F)(F)F)s1 (centres undefined)
 : 102 | 0.1
> Cc1nc(-c2ccccc2)sc1C(=O)NCc1ccco1
 : 102 | 0.2
> Cc1cc2nc(-c3ccc(OCc4ccccc4)cc3)cc(C(F)(F)F)n2n1
 : 108 | 0.6
> Cc1ccc(CCNC(=O)c2ccc3c(=O)n(-c4ccccc4)c(=O)[nH]c3c2)cc1
 : 109 | 1
> CCC(Sc1nnc2c3ccccc3n(C)c2n1)C(=O)Nc1ccccc1C#N (centres undefined)
 : 103 | 0.2
> CCN(CC)S(=O)(=O)c1cccc(C(=O)N/N=C/c2ccc(OC(=O)c3ccco3)c(OC)c2)c1
 : 110 | 0.6
> Cc1cc(C)cc(N2C(=O)C(C)SC23CCCCC3)c1 (centres undefined)
 : 101 | -0.2
> O=C(CNC(=S)N(Cc1ccccc1F)C1CCCCC1)N1CCc2ccccc21
 : 102 | 0.2
> Cc1cccc(CNC(=O)c2ccc3c(c2)N(C)C(=O)C2CCCCN32)c1 (centres undefined)
 : 101 | -1.4
> CC(=O)NC12CC3CC(C1)CC(C(=O)OCC(=O)Nc1ccccc1C(=O)NC1CC1)(C3)C2
 : 104 | 0.1
> COc1ccc(Cn2c(=O)c3oc4ccccc4c3n(CC(=O)Nc3ccc(F)cc3F)c2=O)cc1
 : 116 | 1.9
> O=C(CSc1cn[nH]n1)Nc1ccccc1
 : 103 | 0.4
> O=C1CCSC2(C(=O)N(Cc3ccc(F)cc3)c3ccccc32)N1c1ccc(Cl)cc1 (centres undefined)
 : 102 | -0.8
> N#CC(C#N)=Cc1ccc([N+](=O)[O-])c(O)c1
 : 102&99 | 0.3&0.1
> C(=C\c1ccco1)/C1=NN(Cc2ccccc2)CC1
 : 135 | 6.2

Retrieved one by one from the list above (3):
Values run as follows: Polio RdRp inh | Polio RdRp inh FP z-score
> Cc1nc(-c2ccccc2)sc1C(=O)NCc1ccco1
 : 102 | 0.2
> CCC(Sc1nnc2c3ccccc3n(C)c2n1)C(=O)Nc1ccccc1C#N (centres undefined)
 : 103 | 0.2
> N#CC(C#N)=Cc1ccc([N+](=O)[O-])c(O)c1
 : 102&99 | 0.3&0.1
